All columns: NCI-60 one-dose screen, growth in % after 48 h at 10 µM unless noted; 100 = growth as untreated, 0 = no growth, -100 = all killed.
HT29: HT29 colon cancer; hit rate 7.4% among 81,000
NCI-H460: NCI-H460 lung cancer | hit rate 6.8% among 82,000
SW-620: SW-620 colon cancer; hit rate 5.2% among 82,000; AID 1794795
HCT-15: HCT-15 colon cancer. hit rate 5.2% among 82,000. AID 1794746
NCI-H322M: NCI-H322M lung cancer. hit rate 2.7% among 80,000
KM12: KM12 colon cancer cells | hit rate 5% among 82,000 | AID 1794800
NCI-H226: NCI-H226 lung cancer. hit rate 3.5% among 79,000
COLO 205: COLO 205 colon cancer; hit rate 7.3% among 79,000; AID 1794742
HCT-116: HCT-116 colon cancer. AID 1794798. hit rate 7.3% among 82,000
Starred values were filed as active, the others as inactive; . = no result given; & = joins results of further samples. How the source made its calls: active means growth percent below 10; inactive means the rest.

SMILES	HT29	NCI-H460	SW-620	HCT-15	NCI-H322M	KM12	NCI-H226	COLO 205	HCT-116
O=c1[nH]c(Cc2nc3ccccc3s2)nc2cc(Br)ccc12	44	53	61	62	89	41	77	88	51
CC(=N\NC(=O)c1ccccc1)/C(C)=N/NC(=O)c1ccccc1	105	104	102	103	106	100	95	106	97
CCCC(=O)NC(c1cccnc1)c1cc(C(C)=O)c2cccnc2c1O (stereo not drawn)	27	12	38	20	27	21	25	16	26
Cc1ccc2cnc3sc(-c4ccccc4)nc3c2n1	98	98	100	96	110	96	98	81	92
COc1ccc2nc3cc(Cl)ccc3c(C#N)c2c1	108	100	86	88	107	89	102	104	90
O=C1NC(=C(Cl)Cl)/C(=N/S(=O)(=O)Nc2ccc(F)cc2)N1	102	100	106	94	98	101	106	119	99
COC(=O)c1nn2c(c1C(=O)OC)CC(c1ccccc1)N(S(=O)(=O)c1ccccc1)C2 (stereo not drawn)	105	108	102	111	90	104	95	118	101
COc1cnc2c(c1)C(=O)c1c-2n(CCCNCC2CC2)c(=O)c2cc(F)ccc12	-63*	-67*	-30*	0.6*	-1.4*	-8.6*	-14*	-46*	-80*
c1ccc(Cc2[nH]nc(-c3n[nH]c(Cc4ccccc4)c3-c3ccccc3)c2-c2ccccc2)cc1	114	111	104	104	104	105	91	105	107
O=C1OC2(OC(=O)c3ccccc32)Oc2cc([N+](=O)[O-])ccc21 (stereo not drawn)	98	104	105	106	98	99	103	106	100
COC(=O)Cc1[nH]c(Cl)nc1C(N)=O	111	115	101	106	108	106	107	122	103
COc1cc(-c2nc3c(c(C)nc4c3nnn4-c3cc(OC)c(OC)c(OC)c3)c(=O)o2)cc(OC)c1OC	114	111	104	108	119	111	90	119	103
O=C(O)C(C(=O)O)c1ccccc1	102	101	96	104	105	101	95	98	95
CC(=O)OCC1OC(N=[N+]=[N-])C(OC(C)=O)C(OC(C)=O)C1OC(C)=O (stereo not drawn)	.	115	111	103	116	110	106	111	106
O=c1nc2sc3ccccc3cc-2s1	108	104	99	100	104	101	.	109	98
COc1ccc(CSc2nnc(-c3ccc(Cl)cc3)n2-c2ccccc2)cc1	93	98	94	91	99	100	86	113	77
C#C[C@]1(O)CC[C@H]2[C@@H]3CC=C4c5sc(-c6ccc7c(c6)OCO7)nc5CC[C@]4(C)[C@H]3CC[C@@]21C	8.0*	-26*	2.5*	10	37	14	32	52	-9.6*
COc1cccc2c1C(=O)c1c(O)c3c(c(O)c1C2=O)C[C@@](O)(C(=O)COC(=O)c1ccccc1)C[C@@H]3OC1CC(N)C(O)C(C)O1 (stereo partly drawn)	-95*	-81*	-82*	-72*	-96*	-96*	-72*	-91*	-75*
C/C(=N\NC(=O)CSc1nc2ccccc2c(=O)n1Cc1ccc(S(N)(=O)=O)cc1)c1ccccc1	122	100	104	100	86	104	103	132	103
COC(=O)[C@@H]1CCCN1C(=O)C1=C(C)NC(=S)NC1c1cc(OC)c(OC)c(OC)c1 (stereo partly drawn)	112	112	112	103	107	113	101	153	105
COc1c(/C(C)=N/N=c2sc(C(C)=O)nn2-c2ccc(Cl)cc2)c(Oc2ccccc2)c(OC)c2occc12	86&108	103&99	93&102	93&102	100&90	96&94	97&99	111&114	78&96
Cc1nc2ccc(Nc3nc(NCCN)nc(Nc4ccc(F)cc4)n3)cc2n1Cc1ccccc1	45	78	98	101	92	73	86	66	60
C#CC(F)(F)[C@]1(O)CC[C@H]2[C@@H]3CCC4=CC(=O)CCC4=C3[C@@H](c3ccc(C4CC4)cc3)C[C@@]21C	-64*	57	19	59	88	6.4*	63	30	76
Cn1cc(-c2nn3cc(-c4nccs4)nc3s2)c2cc(F)ccc21	107	100	98	96	102	97	99	101	104
COc1ccc2nc3ccccc3c(NCc3ccccc3)c2c1	8.5*	6.3*	20	13	29	37	34	-19*	15
[2H]C1NCCCC1([2H])c1ccc(-n2cc3cccc(C(N)=O)c3n2)cc1 (stereo not drawn)	82	78	71	84	81	87	89	83	80
N#C/C(=N\Nc1ccccc1)C(=O)Nc1cc(-c2ccccc2)nn1-c1ccccc1	32	6.6*	20	13	8.6*	37	26	48	16
O=C(c1ccccc1)c1ccc(N2C(=O)C3C4c5ccccc5C(/C=C/C(=O)c5ccccn5)(c5ccccc54)C3C2=O)cc1 (stereo not drawn)	9.4*	6.4*	3.8*	-22*	75	9.9*	13	.	-27*
O=C(Nc1ccc(N=C=S)cc1Cl)c1cc(Cl)cc(Cl)c1O	107	101	94	101	114	101	95	102	104
CCCCCCCC(=O)Nc1nc2[nH]c(CN3CCN(Cc4cccc(I)c4)CC3)c(CN3CCN(Cc4cccc(I)c4)CC3)c2c(=O)[nH]1	-70*	-75*	-74*	-92*	-60*	-81*	66	-81*	-100*
O=S(=O)(NCCNc1nccc(-c2c(-c3cccc(F)c3)nc3occn23)n1)c1ccc(Cl)cc1	38	47	77	63	69	71	69	72	51
COc1cc(C(=O)/C=C/c2c(-c3ccc(F)cc3)nc3sc(C)cn23)cc(OC)c1OC	41	29	31	36	52	10	58	52	20
O=C(CCCCCCNC(=O)C(O)(O)C(F)(F)F)Nc1nc2ccccc2s1	6.9*	8.9*	4.7*	6.8*	8.2*	7.5*	25	-68*	2.8*
COc1ccc(C2C=C(c3ccc(Cl)cc3)N=C3SC=C(C)N32)c(Br)c1 (stereo not drawn)	4.5*	13	24	25	55	.	60	19	16
CC(C)(C)n1cc(-c2ccnc(NCCNS(=O)(=O)c3ccc(Cl)cc3)c2)c(-c2ccccc2)n1	36	80	91	65	93	88	82	68	65
CC(C)(C)c1ccc(OCC(=O)O)cc1	103	119	105	103	99	113	100	115	103
C#Cc1ccc(S(=O)(=O)Nc2cccc(-c3csc(NC(C)=O)n3)c2)cc1	71	77	95	67	99	69	72	88	78
COC(=O)[C@H](C)NC(=O)c1cccc(-c2cc(=O)c3c(OC)c(OC)c(OC)cc3o2)c1	111	104	105	98	89	102	96	99	100
CC1(C)CC(=O)C2=C(C1)OC(C(=O)c1ccc(N=[N+]=[N-])cc1)C2c1ccco1 (stereo not drawn)	106	111	104	104	105	96	.	123	97
CN1C(=O)OC(C)(C)C1=O	107&103	112&118	102&122	100&102	104&111	106	119&108	145&104	110&105
CCN1CCN(c2nc(C)cc(N(CCCNc3ccnc4cc(Cl)ccc34)Cc3ccco3)n2)CC1	11	40	39	18	64	68	86	-21*	42
C[N+](C)(C)CCOC(N)=O	106&108	107&109	109&109	113&110	112&109	100&107	109&91	102&104	97&109
CCCn1nc(C(=O)N2CCCCC2)c2c1CCC(N1CCc3ccccc3C1)C2 (stereo not drawn)	104	112	100	104	105	104	95	109	97
C/C(=N/NC(=O)c1cc2ccccc2oc1=N)c1ccc(C)cc1	99	106	105	91	99	102	102	104	99
CSc1nc(-c2ccco2)c2c(N)nn(S(=O)(=O)c3ccc(C)cc3)c2n1	112	105	99	94	102	98	83	112	93
O=C(N=Nc1c(O)[nH]c2ccc(Cl)cc12)c1cc(-c2ccc(Cl)cc2)nc2ccccc12	79	74	76	30	94	67	88	120	46
c1cc(C2CCOCC2)ccn1	106	99	108	96	102	109	100	113	115
O=C(N/N=C/c1ccc(Cl)cc1)c1[nH]c2ccc(Cl)cc2c1-c1ccccc1	19	4.4*	38	11	38	4.9*	11	-72*	7.6*
CC(=O)CC(c1ccc([N+](=O)[O-])cc1)c1c(O)c2ccccc2oc1=O (stereo not drawn)	106	104	101	110	99	99	94	112	101
C=C1C(=O)O[C@H]2[C@H]1CC/C(COC(=O)NCCc1c[nH]c3ccc(Cl)cc13)=C\CC[C@@]1(C)O[C@@H]21	-74*	18	-87*	-67*	82	11	31	-71*	-89*
O=C(c1ccccc1)c1c(/C=C/c2ccccc2)nc2ccccc2c1/C=C/c1ccccc1	103	106	104	101	93	99	91	114	90
CC(=O)n1nc(C(=O)OCCC(C)C)c2ccccc21	108	108	105	103	102	103	90	111	103
CCCCCCCCCCC(C)Br (stereo not drawn)	109	113	106	104	95	107	101	110	100
O=c1[nH]c2ccc(Oc3ncccn3)cc2c(=O)n1Cc1cccc(NS(=O)(=O)c2ccc(Cl)cc2)c1	113	.	101	96	93	88	78	.	85
CCN(CC)CCCC(Nc1c2ccc(Cl)cc2nc2ccc(OC)cc12)c1ccc(F)cc1 (stereo not drawn)	5.7*	-18*	-54*	1.1*	15	15	94	.	-41*
COc1ccc2c(c1)c(-c1nc(-c3ccc4ccccc4c3)cs1)cn2S(=O)(=O)c1ccccc1	87	96	97	95	96	86	89	92	88
Cc1cccc(Nc2sc(C(=O)c3cc4cc(Cl)ccc4o3)c(N)c2C#N)c1	105	99	105	100	104	123	110	106	83
COc1ccc(N=Nc2c(N)nn3c(-c4ccc5c(c4)C=S=C5)ccnc23)cc1	48	35	66	18	49	43	23	55	20
C=C(C)[C@@H]1CC[C@]2(C(=O)OC(=O)[C@]34CC[C@@H](C(=C)C)[C@@H]3[C@H]3CC[C@@H]5[C@@]6(C)CCC(=O)NC(C)(C)[C@@H]6CC[C@@]5(C)[C@]3(C)CC4)CC[C@]3(C)[C@H](CC[C@@H]4[C@@]5(C)CCC(=O)NC(C)(C)[C@@H]5CC[C@]43C)[C@@H]12	99	101	102	110	96	104	102	110	89
Nc1cccc2c1CCC2	101	102	106	97	96	96	86	119	96

One compound at a time (already shown). Order of values: HT29, NCI-H460, SW-620, HCT-15, NCI-H322M, KM12, NCI-H226, COLO 205, HCT-116
COc1ccc(N=Nc2c(N)nn3c(-c4ccc5c(c4)C=S=C5)ccnc23)cc1 is listed as 48, 35, 66, 18, 49, 43, 23, 55, 20
Nc1cccc2c1CCC2 is listed as 101, 102, 106, 97, 96, 96, 86, 119, 96
CSc1nc(-c2ccco2)c2c(N)nn(S(=O)(=O)c3ccc(C)cc3)c2n1 is listed as 112, 105, 99, 94, 102, 98, 83, 112, 93
O=c1[nH]c2ccc(Oc3ncccn3)cc2c(=O)n1Cc1cccc(NS(=O)(=O)c2ccc(Cl)cc2)c1 is listed as 113, ., 101, 96, 93, 88, 78, ., 85

Two of the compounds above, with values under each structure:
Fields: HT29 | NCI-H460 | SW-620 | HCT-15 | NCI-H322M | KM12 | NCI-H226 | COLO 205 | HCT-116
O=C(N/N=C/c1ccc(Cl)cc1)c1[nH]c2ccc(Cl)cc2c1-c1ccccc1
→ 19 | 4.4* | 38 | 11 | 38 | 4.9* | 11 | -72* | 7.6*
CC(=O)CC(c1ccc([N+](=O)[O-])cc1)c1c(O)c2ccccc2oc1=O (stereo not drawn)
→ 106 | 104 | 101 | 110 | 99 | 99 | 94 | 112 | 101

Next section.
SMILES	HT29	NCI-H460	SW-620	HCT-15	NCI-H322M	KM12	NCI-H226	COLO 205	HCT-116
CCCNC(=O)Oc1ccc(/C(=C(/C)Cc2ccc(OC)cc2)c2ccc(OCCCN(C)C)cc2)cc1	26	73	97	70	88	84	95	72	60
O=[N+]([O-])CC(O)c1ccccc1 (stereo not drawn)	113	101	105	97	118	97	98	113	79
O=C(NC1CCCCCCC1O)c1ccccc1 (stereo not drawn)	99	106	103	107	104	103	100	112	106
CSc1ccc(N=C=C(c2ccccc2)c2ccccc2)cc1	87	102	86	87	107	102	96	107	89

Not a hit list; 11% or so of the library scored in one or more.
